High-throughput results deposited in PubChem BioAssay by National Center for Advancing Translational Sciences (NCATS).
EPAC2 antag: blocks human EPAC2 exchange factor; Q8WZA2; EPAC2 GEF exchange of Rap1B-BODIPY-GDP, fluorescence; Potency, µM (series often up to 114 µM), without a hit: at the top dose activity, negative = inhibition, actives largely listed as inhibitors; 360,000 tested, 0.18% active; also: potency is read from the fitted curve at half-maximal effect; % is scaled to controls: 0 for no effect and ±100 for the full control effect; nearly all actives have a fitted effect of over 45% in size; many of its hits are not listed in these tables
Target sequence (Q8WZA2 whole entry, looked up): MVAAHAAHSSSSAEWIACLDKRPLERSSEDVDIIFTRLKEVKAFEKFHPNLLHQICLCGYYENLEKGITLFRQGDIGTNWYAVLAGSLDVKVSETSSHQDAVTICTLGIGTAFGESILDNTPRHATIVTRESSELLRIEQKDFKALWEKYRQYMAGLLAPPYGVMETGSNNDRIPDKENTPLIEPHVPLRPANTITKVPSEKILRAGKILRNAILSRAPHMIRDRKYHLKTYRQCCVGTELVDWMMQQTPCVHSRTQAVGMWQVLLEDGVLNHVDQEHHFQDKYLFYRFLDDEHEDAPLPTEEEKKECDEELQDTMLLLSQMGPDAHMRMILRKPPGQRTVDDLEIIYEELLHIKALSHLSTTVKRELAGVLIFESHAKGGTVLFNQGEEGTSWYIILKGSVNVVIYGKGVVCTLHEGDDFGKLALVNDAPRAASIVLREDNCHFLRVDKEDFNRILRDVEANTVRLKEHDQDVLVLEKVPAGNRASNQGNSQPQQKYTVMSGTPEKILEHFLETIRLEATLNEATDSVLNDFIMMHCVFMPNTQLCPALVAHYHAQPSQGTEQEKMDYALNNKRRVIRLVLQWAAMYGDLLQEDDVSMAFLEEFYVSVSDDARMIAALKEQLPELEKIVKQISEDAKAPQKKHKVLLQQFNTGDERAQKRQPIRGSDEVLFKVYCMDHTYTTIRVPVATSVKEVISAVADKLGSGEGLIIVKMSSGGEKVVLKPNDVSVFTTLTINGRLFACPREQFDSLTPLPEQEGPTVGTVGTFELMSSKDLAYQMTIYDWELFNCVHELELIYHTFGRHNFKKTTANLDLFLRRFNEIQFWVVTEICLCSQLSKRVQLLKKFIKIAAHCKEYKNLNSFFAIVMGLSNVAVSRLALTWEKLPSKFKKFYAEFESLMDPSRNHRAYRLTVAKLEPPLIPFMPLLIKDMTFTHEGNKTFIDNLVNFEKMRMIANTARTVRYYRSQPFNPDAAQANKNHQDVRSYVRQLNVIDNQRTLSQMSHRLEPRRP
Nrf2 inh: blocks Nrf2 signaling; AID 504444; A549 ARE-Fluc reporter, luciferase luminescence, 18-24 h; Potency, µM (doses to about 46 µM), for inactives: top-dose activity change, negative = inhibition, actives largely listed as inhibitors; 360,000 tested, 2.1% active; also: potency is read from the fitted curve at half-maximal effect; % is scaled to controls: 0 for no effect and ±100 for the full control effect; nearly all actives have a fitted effect of over 60% in size
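Cells were seeded and rested 2 h, then exposed to compounds for 18-24 h. CellTiter-Fluor was read first as a viability measure. BugLite was added 15 min before the final luminescent read of ARE-luciferase activity in A549 cells.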
pAkt inh: blocks phosphorylation of Akt; activity change, % for hits at 50 µM; AID 651550; 360,000 tested, 0.32% active; Neuro2A IGF-stimulated pAkt S473 HTRF, 20 min; stronger effect = lower value; in the data active = activity change below about -80%; inconclusive = mostly about -51% to -80%; also: % is scaled to controls: 0 for no effect and ±100 for the full control effect
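Neuro2A cells (4,500/well, DMEM with 0.5% FBS) were treated with compound at a single 50 µM final concentration, stimulated with 6 nM IGF for 20 min at 37 °C, and lysed. Phospho-Akt Ser473 was read by HTRF as 665/615 ratio ×10^4.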
CCT modulator: changes cytosolic chaperonin activity. purified chaperonin ATPase assay, HTRF ADP detection, 30 min. activity change, % (concentration not given with the values), hits read low. 360,000 tested, 0.3% active. AID 651819; in the data active = activity change below about -30%; also: % is scaled to controls: 0 for no effect and ±100 for the full control effect
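Nucleotide hydrolysis assay: TRiC at 20–40 nM final (set by batch activity) with 10 uM ATP, 30 min at 37 °C, in presence of 76 uM compound. Detection by competitive ADP HTRF, 30 min ambient.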
TGFb SMAD3 inh: blocks TGF-b signaling | HepG2 CAGA-GFP TGF-b/SMAD3 reporter, GFP fluorescence, 18 h; TGF-beta stimulated, 500 pg/mL final | 410,000 tested, 1.2% active | Potency, µM (doses to about 46.1 µM), for the others: at the top dose activity, negative = inhibition, most hits filed as inhibitors; also: potency is read from the fitted curve at half-maximal effect; % is scaled to controls: 0 for no effect and ±100 for the full control effect; nearly all actives have a fitted effect of over 65% in size
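GFP signal (ex488/em500-530) from TGF-beta-stimulated HEPG2 CAGA-GFP cells, 500 pg/mL final, 18 h at 37 degrees C in DMEM plus 1% FBS, normalized to unstimulated and DMSO-stimulated controls.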
Mm-Cpn inhibitor: M. maripaludis TRiC chaperonin inhibition; purified Mm-Cpn ATPase, ADP Transcreener TR-FRET; Potency, µM (titrated, usually from 76.9 µM), for inactives: at the highest dose activity, negative = inhibition, usual class: inhibitors; 330,000 tested, 0.031% active; AID 504842; also: potency is read from the fitted curve at half-maximal effect; % is scaled to controls: 0 for no effect and ±100 for the full control effect; nearly all actives have a fitted effect of over 80% in size
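Purified archaeal chaperonin (25 nM final) was preincubated with compound for 10 min at 37°C, then ATP (10 uM final) was added for 30 min at 37°C in Tris pH 7.4/KCl/MgCl2/DTT buffer. ADP was quantified by HTRF Transcreener TR-FRET.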
Nrf2 ARE act: activators of Nrf2 (ARE) signaling; AREc32 ARE-luciferase reporter (MCF7-derived line), luminescence, 24 h; Potency, µM (doses to about 46.1 µM), without a hit: at the highest dose activation, actives largely listed as activators; 410,000 tested, 0.31% active; AID 624171; also: potency is read from the fitted curve at half-maximal effect; % of control where 0% means no effect; nearly all actives have a fitted effect of over 65% in size
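Reporter line AREc32 (ARE-Fluc), seeded overnight in OPTI-MEM with 5% FBS; compound pin-transferred, 24 hr at 37 deg C, 5% CO2; luminescent read-out.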
EPAC2 agonist: EPAC2 (human) agonism; Q8WZA2; EPAC2 activation, biochemical qHTS; response scale: 100% = 6.5 mM cAMP response; Potency, µM (titrated, usually from 154 µM), without a hit: top-dose activation, most hits filed as activators; 360,000 tested, 0.079% active; also: potency is read from the fitted curve at half-maximal effect; nearly all actives have a fitted effect of over 50% in size
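Readout is BODIPY fluorescence (480 nm excitation, 540 nm emission), which falls as labeled GDP is exchanged off Rap1B. EPAC2 at 100 nM acted on 250 nM RAP1B-BODIPY-GDP with 50 uM GDP present.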
A549 viability: A549 cytotoxicity, counter-screen for Nrf2 inhibitors | 390,000 tested, 0.16% active | Potency, µM (highest dose often 46 µM), for the others: top-dose activity change, negative = cytotoxicity, most hits filed as inhibitors | A549 ARE-Fluc cells, CellTiter-Fluor viability, 18-24 h; also: potency is read from the fitted curve at half-maximal effect; % is scaled to controls: 0 for no effect and ±100 for the full control effect
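A549 ARE-Fluc cells in 5% FBS OPTI-MEM, 5000 cells/well, rested 2 h then exposed to compounds in concentration-response for 18-24 h at 37 °C. Viability by CellTiter-Fluor fluorescence (Ex 405/Em 525) after 30 min; luciferase luminescence (BugLite, 15 min, RT) read afterwards.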
Active calls of the source: *; [ ] = dose if it differs, or a comment. Unless noted, calls follow the shape of the dose curve; as a rule, active = well fitted curve in the direction sought with a large enough effect; inconclusive = small, poorly fitted or top-dose-only effect, or another doubt; inactive = no such curve, though single readings can be large; an effect the other way counts as inactive or inconclusive.

Results for C#CCn1c(S(=O)(=O)Cc2ccc(OC)cc2)nc(-c2ccccc2)c1-c1ccccc1 ?
EPAC2 antag: -0.5%; Nrf2 inh: inconclusive; pAkt inh: inactive; CCT modulator: 1.1; TGFb SMAD3 inh: inconclusive; Mm-Cpn inhibitor: -2.0%; Nrf2 ARE act: 0.0%; EPAC2 agonist: 5.9%; A549 viability: -13.5%

What do the screens show for `C=CCc1ccccc1OCCNCc1ccccc1`?
EPAC2 antag: 10.3%; Nrf2 inh: inconclusive; pAkt inh: inactive; CCT modulator: -6.7; TGFb SMAD3 inh: -5.4%; Mm-Cpn inhibitor: -1.1%; Nrf2 ARE act: 3.6%; EPAC2 agonist: 10.9%; A549 viability: -0.7%

What do the screens show for `Cc1ccc(NC2CC(=O)N(Cc3ccccc3)C2=O)cc1` (stereo not drawn)?
EPAC2 antag: -1.0%; pAkt inh: inactive; CCT modulator: 0.0; TGFb SMAD3 inh: 1.7%; Mm-Cpn inhibitor: -1.0%; Nrf2 ARE act: -0.6%; EPAC2 agonist: 12.6%; A549 viability: -3.3%

Results for CC1(Cc2ccccc2OC(F)(F)F)C(=O)Nc2ccc(OC(F)(F)F)cc21 (stereo not drawn) ?
EPAC2 antag: inconclusive; CCT modulator: 0.8; TGFb SMAD3 inh: inconclusive; Nrf2 ARE act: 0.2%; EPAC2 agonist: -10.1%

What do the screens show for `Cc1nc2c(-c3ccccc3)c(C)[nH]n2c(=O)c1Cc1ccccc1`?
EPAC2 antag: 0.1%; Nrf2 inh: inconclusive; pAkt inh: inactive; CCT modulator: -3.0; TGFb SMAD3 inh: inconclusive; Mm-Cpn inhibitor: 0.7%; Nrf2 ARE act: -0.6%; EPAC2 agonist: 2.4%; A549 viability: -17.6%

How did COc1ccc(N(CC(=O)NC2CCCCC2)C(=O)CNC(=O)c2cccs2)cc1 do in these assays?
EPAC2 antag: -1.4%; Nrf2 inh: -11.6%; pAkt inh: inactive; CCT modulator: 1.9; TGFb SMAD3 inh: -3.7%; Mm-Cpn inhibitor: 0.3%; Nrf2 ARE act: -0.2%; EPAC2 agonist: -6.6%; A549 viability: -7.8%

How did COc1ccc(CCn2c(=N)c(C(=O)NC3CCCC3)cc3c(=O)n4ccccc4nc32)cc1 do in these assays?
EPAC2 antag: -5.0%; Nrf2 inh: -17.1%; pAkt inh: inactive; CCT modulator: -2.4; TGFb SMAD3 inh: 10.9%; Mm-Cpn inhibitor: 0.6%; Nrf2 ARE act: 0.2%; EPAC2 agonist: 12.0%; A549 viability: inconclusive

How did Cc1[nH]c2ccccc2c1Cc1nnc(SCC(=O)NCc2ccco2)o1 do in these assays?
EPAC2 antag: -1.6%; Nrf2 inh: 11.2%; pAkt inh: inactive; CCT modulator: -7.6; TGFb SMAD3 inh: -10.2%; Mm-Cpn inhibitor: 0.9%; Nrf2 ARE act: 0.1%; EPAC2 agonist: 1.8%; A549 viability: -5.9%

How did CN(C)S(=O)(=O)c1cccc(-c2nnc(SCC(=O)NCCCCCC(=O)O)n2-c2ccc(F)cc2)c1 do in these assays?
EPAC2 antag: -1.6%; Nrf2 inh: -0.9%; pAkt inh: inactive; CCT modulator: -0.4; TGFb SMAD3 inh: -16.5%; Mm-Cpn inhibitor: 2.6%; Nrf2 ARE act: 0.1%; EPAC2 agonist: 2.1%; A549 viability: 22.1%

Results for CCOC(=O)c1c(C)[nH]c(C(=O)C(C)OC(=O)c2oc3ccccc3c2COC)c1C (stereo not drawn) ?
EPAC2 antag: -12.6%; Nrf2 inh: 14.8%; pAkt inh: inactive; CCT modulator: -2.8; TGFb SMAD3 inh: inconclusive; Mm-Cpn inhibitor: -0.6%; Nrf2 ARE act: 0.2%; EPAC2 agonist: 16.9%; A549 viability: -1.3%

Results for COc1ccc(NC(=O)C2Cc3cc(S(=O)(=O)N4CCCCC4)ccc3N2C(C)=O)cc1Cl (stereo not drawn) ?
EPAC2 antag: -5.2%; Nrf2 inh: -2.3%; pAkt inh: inactive; CCT modulator: 1.5; TGFb SMAD3 inh: -7.2%; Mm-Cpn inhibitor: -3.7%; Nrf2 ARE act: -0.2%; EPAC2 agonist: 5.0%; A549 viability: -1.0%

Results for CC(O)(c1cccc(F)c1)c1nc(-c2cccc(C(=O)O)c2)cs1 (stereo not drawn) ?
EPAC2 antag: -11.0%; pAkt inh: inactive; CCT modulator: 1.1; TGFb SMAD3 inh: 9.1%; Nrf2 ARE act: 0.1%; EPAC2 agonist: 3.3%

What do the screens show for `CC(CCc1ccc(O)cc1)NC1C2CC3CC(C2)CC1C3` (stereo not drawn)?
EPAC2 antag: 6.2%; Nrf2 inh: 9.9%; pAkt inh: inactive; CCT modulator: 0.2; TGFb SMAD3 inh: 9.2%; Mm-Cpn inhibitor: 1.2%; Nrf2 ARE act: -0.2%; EPAC2 agonist: -0.6%; A549 viability: 1.6%

How did CN1CCN(CCNC(=O)c2ccc3nc(-c4ccc(F)cc4)c(-c4ccc(F)cc4)nc3c2)CC1 do in these assays?
EPAC2 antag: -11.5%; Nrf2 inh: -23.3%; pAkt inh: inactive; CCT modulator: -1.6; TGFb SMAD3 inh: inconclusive; Mm-Cpn inhibitor: 0.8%; Nrf2 ARE act: 4.7%; EPAC2 agonist: 3.1%; A549 viability: -5.6%

How did COc1ccc(/C=N/NC(=O)Cn2nc(C)c([N+](=O)[O-])c2C)cc1 do in these assays?
EPAC2 antag: 13.2%; Nrf2 inh: 4.6%; pAkt inh: inactive; CCT modulator: -1.7; TGFb SMAD3 inh: 1.6%; Mm-Cpn inhibitor: 1.7%; Nrf2 ARE act: 0.5%; EPAC2 agonist: -4.2%; A549 viability: 1.5%

What do the screens show for `COc1ccc(C(=O)NC(=S)NNC(=O)c2ccco2)cc1`?
EPAC2 antag: 12.5%; Nrf2 inh: 9.0%; pAkt inh: inactive; CCT modulator: -0.6; TGFb SMAD3 inh: 3.0%; Mm-Cpn inhibitor: -0.9%; Nrf2 ARE act: 0.2%; EPAC2 agonist: 11.3%; A549 viability: -2.6%

Results for Cc1cc(C)cc(NS(=O)(=O)c2ccc(NC(=S)NC(=O)c3cccs3)cc2)c1 ?
EPAC2 antag: -9.1%; Nrf2 inh: -7.4%; pAkt inh: inactive; CCT modulator: -0.2; TGFb SMAD3 inh: inconclusive; Mm-Cpn inhibitor: -9.2%; Nrf2 ARE act: 2.9%; EPAC2 agonist: 4.6%; A549 viability: -4.6%

Results for COC(=O)CC(=O)CSc1nc2cc(C(=O)NC(C)C)ccc2c(=O)n1CCc1ccccc1 ?
Nrf2 inh: -28.1%; TGFb SMAD3 inh: -25.7%; Nrf2 ARE act: -0.2%; A549 viability: -2.9%

What do the screens show for `CS(=O)(=O)N1CCN(Cc2ccccc2C(F)(F)F)CC1`?
EPAC2 antag: -1.5%; Nrf2 inh: -11.0%; pAkt inh: inactive; CCT modulator: -5.5; TGFb SMAD3 inh: 11.0%; Mm-Cpn inhibitor: -2.0%; Nrf2 ARE act: -1.0%; EPAC2 agonist: -13.4%; A549 viability: -0.4%

Results for COc1ccc(N2CCN(CCCNC(=O)C3CCC(CNc4nc(=S)[nH]c5ccccc45)CC3)CC2)cc1 (stereo not drawn) ?
EPAC2 antag: 1.0%; Nrf2 inh: 6.51µM*; pAkt inh: inactive; CCT modulator: 0.9; TGFb SMAD3 inh: 14.9%; Mm-Cpn inhibitor: -4.2%; Nrf2 ARE act: -0.2%; EPAC2 agonist: 4.3%; A549 viability: inconclusive

How did Cc1ccc(Nc2nc(CSc3nnc(-c4cccnc4)n3-c3ccccc3F)cs2)cc1 do in these assays?
EPAC2 antag: 18.6%; Nrf2 inh: 10.3%; pAkt inh: inactive; CCT modulator: -0.8; TGFb SMAD3 inh: -16.9%; Mm-Cpn inhibitor: -2.7%; Nrf2 ARE act: 4.5%; EPAC2 agonist: 12.1%; A549 viability: 4.4%

What do the screens show for `COc1cccc(/C=N/NC(=O)c2cc(-c3cccn3C)n[nH]2)c1`?
EPAC2 antag: 14.4%[57.1 µM]; Nrf2 inh: -25.7%; pAkt inh: inactive; CCT modulator: 0.1; TGFb SMAD3 inh: 2.4%; Mm-Cpn inhibitor: 0.3%; Nrf2 ARE act: 2.5%; EPAC2 agonist: 5.1%; A549 viability: -14.0%

Results for COc1ccc2cc(C(=O)NCc3ccccc3)c(=O)oc2c1 ?
EPAC2 antag: -6.6%; Nrf2 inh: 10.6%; pAkt inh: inactive; CCT modulator: 1.6; TGFb SMAD3 inh: 26.3%; Mm-Cpn inhibitor: 0.3%; Nrf2 ARE act: 0.0%; EPAC2 agonist: 1.0%; A549 viability: 2.2%

What do the screens show for `O=C(CN1CCN(c2ccccn2)CC1)Nc1ccc(F)c(F)c1`?
EPAC2 antag: 6.1%; Nrf2 inh: -1.8%; pAkt inh: inactive; CCT modulator: 1.3; TGFb SMAD3 inh: 7.8%; Mm-Cpn inhibitor: -0.3%; Nrf2 ARE act: 0.3%; EPAC2 agonist: 4.2%; A549 viability: 14.0%

Pulled by compound from the list above, 2 records:
What do the screens show for `COc1cccc(/C=N/NC(=O)c2cc(-c3cccn3C)n[nH]2)c1`?
EPAC2 antag: 14.4%[57.1 µM]; Nrf2 inh: -25.7%; pAkt inh: inactive; CCT modulator: 0.1; TGFb SMAD3 inh: 2.4%; Mm-Cpn inhibitor: 0.3%; Nrf2 ARE act: 2.5%; EPAC2 agonist: 5.1%; A549 viability: -14.0%

How did Cc1ccc(Nc2nc(CSc3nnc(-c4cccnc4)n3-c3ccccc3F)cs2)cc1 do in these assays?
EPAC2 antag: 18.6%; Nrf2 inh: 10.3%; pAkt inh: inactive; CCT modulator: -0.8; TGFb SMAD3 inh: -16.9%; Mm-Cpn inhibitor: -2.7%; Nrf2 ARE act: 4.5%; EPAC2 agonist: 12.1%; A549 viability: 4.4%

An excerpt. The share of hits here may be higher or lower than overall.
